PTAP TSG101 blk: qHTS Assay for Iinhibitors of HIV-1 Budding by Blocking the Interaction of PTAP/TSG101 | Tumor susceptibility gene 101 protein (Homo sapiens), Q99816 | Fluorescence polarization, FITC-PTAP peptide / Tsg101 binding | Potency, µM (doses to about 115 µM), for the others: at the top dose activity change, negative = inhibition, usual class: inhibitors | 340,000 tested, under 10 active; active means well fitted inhibition curve with a large enough effect in the main read-out, with a control signal flat, not every such curve was filed as active; inconclusive means small, poorly fitted or top-dose-only effect, or effect the other way, or a change in a side signal; inactive means no such curve, though single readings can be large or run the other way; further: potency means the concentration at half of the fitted maximal effect; % of control where 0% means no effect
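Steps: Tsg101 binding domain dispensed (10 uM final), compounds pinned in DMSO, FITC-labeled PTAP-motif peptide added (50 nM final); after 20 min binding at room temperature, polarization measured.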
A-T KAP1 phos: qHTS Assay for Identifying a Potential Treatment of Ataxia-Telangiectasia | […] A-T fibroblasts, KAP-1 phosphorylation AlphaLISA; neocarzinostatin DNA damage 30 min before lysis | Potency, µM (series often up to 57.5 µM), for inactives: top-dose activation, hits mostly activators | 0.19% of 320,000 active | AID 485349, 2010; further: potency means the concentration at half of the fitted maximal effect; % of control where 0% means no effect; nearly all actives have a fitted effect of over 45% in size
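hTERT-immortalized A-T patient fibroblasts ([…]), 500 cells/well in OPTI-MEM, 1% FBS, got compounds for 60 min, then NCS for 30 min at 37C. Lysates were then assayed for phospho-KAP-1 by AlphaLISA (anti-pKAP1 donor, anti-KAP1 acceptor beads), 6 hr at 25C.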
TCR activator: Activators of T cell receptors: qHTS campaign; Potency, µM (highest dose often 9.22 µM), without a hit: top-dose activation of IL-2 secretion, hits mostly activators; 330,000 tested, under 10 active; primary human leukocytes, anti-CD3, IL-2 HTRF, 48 h; further: % of control where 0% means no effect
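Activity was scored as IL-2 release from primary human leukocytes given only a TCR signal (a-CD3 beads) plus compound for 48 hr. Detection used a two-antibody HTRF format read at 665nm.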
MLL CXXC-DNA inh: qHTS Fluorescence Polarization Assay for Inhibitors of MLL CXXC domain - DNA interaction. Histone-lysine N-methyltransferase 2A (Homo sapiens), Q03164. MLL-CXXC / FITC-HOXA9 DNA fluorescence polarization. Potency, µM (top dose mostly 115 µM), for inactives: at the top dose activity change, negative = inhibition, hits mostly inhibitors. 0.037% of 290,000 active. AID 2662, 2010; active means well fitted inhibition curve with a large enough effect in the polarisation, with a control signal flat, not every such curve was filed as active; inconclusive means small, poorly fitted or top-dose-only effect, or effect the other way, or a change in a side signal; inactive means no such curve, though single readings can be large or run the other way; the % refers to the polarisation; further: potency means the concentration at half of the fitted maximal effect
Target sequence (Q03164 whole entry, looked up, the tested form may be a part): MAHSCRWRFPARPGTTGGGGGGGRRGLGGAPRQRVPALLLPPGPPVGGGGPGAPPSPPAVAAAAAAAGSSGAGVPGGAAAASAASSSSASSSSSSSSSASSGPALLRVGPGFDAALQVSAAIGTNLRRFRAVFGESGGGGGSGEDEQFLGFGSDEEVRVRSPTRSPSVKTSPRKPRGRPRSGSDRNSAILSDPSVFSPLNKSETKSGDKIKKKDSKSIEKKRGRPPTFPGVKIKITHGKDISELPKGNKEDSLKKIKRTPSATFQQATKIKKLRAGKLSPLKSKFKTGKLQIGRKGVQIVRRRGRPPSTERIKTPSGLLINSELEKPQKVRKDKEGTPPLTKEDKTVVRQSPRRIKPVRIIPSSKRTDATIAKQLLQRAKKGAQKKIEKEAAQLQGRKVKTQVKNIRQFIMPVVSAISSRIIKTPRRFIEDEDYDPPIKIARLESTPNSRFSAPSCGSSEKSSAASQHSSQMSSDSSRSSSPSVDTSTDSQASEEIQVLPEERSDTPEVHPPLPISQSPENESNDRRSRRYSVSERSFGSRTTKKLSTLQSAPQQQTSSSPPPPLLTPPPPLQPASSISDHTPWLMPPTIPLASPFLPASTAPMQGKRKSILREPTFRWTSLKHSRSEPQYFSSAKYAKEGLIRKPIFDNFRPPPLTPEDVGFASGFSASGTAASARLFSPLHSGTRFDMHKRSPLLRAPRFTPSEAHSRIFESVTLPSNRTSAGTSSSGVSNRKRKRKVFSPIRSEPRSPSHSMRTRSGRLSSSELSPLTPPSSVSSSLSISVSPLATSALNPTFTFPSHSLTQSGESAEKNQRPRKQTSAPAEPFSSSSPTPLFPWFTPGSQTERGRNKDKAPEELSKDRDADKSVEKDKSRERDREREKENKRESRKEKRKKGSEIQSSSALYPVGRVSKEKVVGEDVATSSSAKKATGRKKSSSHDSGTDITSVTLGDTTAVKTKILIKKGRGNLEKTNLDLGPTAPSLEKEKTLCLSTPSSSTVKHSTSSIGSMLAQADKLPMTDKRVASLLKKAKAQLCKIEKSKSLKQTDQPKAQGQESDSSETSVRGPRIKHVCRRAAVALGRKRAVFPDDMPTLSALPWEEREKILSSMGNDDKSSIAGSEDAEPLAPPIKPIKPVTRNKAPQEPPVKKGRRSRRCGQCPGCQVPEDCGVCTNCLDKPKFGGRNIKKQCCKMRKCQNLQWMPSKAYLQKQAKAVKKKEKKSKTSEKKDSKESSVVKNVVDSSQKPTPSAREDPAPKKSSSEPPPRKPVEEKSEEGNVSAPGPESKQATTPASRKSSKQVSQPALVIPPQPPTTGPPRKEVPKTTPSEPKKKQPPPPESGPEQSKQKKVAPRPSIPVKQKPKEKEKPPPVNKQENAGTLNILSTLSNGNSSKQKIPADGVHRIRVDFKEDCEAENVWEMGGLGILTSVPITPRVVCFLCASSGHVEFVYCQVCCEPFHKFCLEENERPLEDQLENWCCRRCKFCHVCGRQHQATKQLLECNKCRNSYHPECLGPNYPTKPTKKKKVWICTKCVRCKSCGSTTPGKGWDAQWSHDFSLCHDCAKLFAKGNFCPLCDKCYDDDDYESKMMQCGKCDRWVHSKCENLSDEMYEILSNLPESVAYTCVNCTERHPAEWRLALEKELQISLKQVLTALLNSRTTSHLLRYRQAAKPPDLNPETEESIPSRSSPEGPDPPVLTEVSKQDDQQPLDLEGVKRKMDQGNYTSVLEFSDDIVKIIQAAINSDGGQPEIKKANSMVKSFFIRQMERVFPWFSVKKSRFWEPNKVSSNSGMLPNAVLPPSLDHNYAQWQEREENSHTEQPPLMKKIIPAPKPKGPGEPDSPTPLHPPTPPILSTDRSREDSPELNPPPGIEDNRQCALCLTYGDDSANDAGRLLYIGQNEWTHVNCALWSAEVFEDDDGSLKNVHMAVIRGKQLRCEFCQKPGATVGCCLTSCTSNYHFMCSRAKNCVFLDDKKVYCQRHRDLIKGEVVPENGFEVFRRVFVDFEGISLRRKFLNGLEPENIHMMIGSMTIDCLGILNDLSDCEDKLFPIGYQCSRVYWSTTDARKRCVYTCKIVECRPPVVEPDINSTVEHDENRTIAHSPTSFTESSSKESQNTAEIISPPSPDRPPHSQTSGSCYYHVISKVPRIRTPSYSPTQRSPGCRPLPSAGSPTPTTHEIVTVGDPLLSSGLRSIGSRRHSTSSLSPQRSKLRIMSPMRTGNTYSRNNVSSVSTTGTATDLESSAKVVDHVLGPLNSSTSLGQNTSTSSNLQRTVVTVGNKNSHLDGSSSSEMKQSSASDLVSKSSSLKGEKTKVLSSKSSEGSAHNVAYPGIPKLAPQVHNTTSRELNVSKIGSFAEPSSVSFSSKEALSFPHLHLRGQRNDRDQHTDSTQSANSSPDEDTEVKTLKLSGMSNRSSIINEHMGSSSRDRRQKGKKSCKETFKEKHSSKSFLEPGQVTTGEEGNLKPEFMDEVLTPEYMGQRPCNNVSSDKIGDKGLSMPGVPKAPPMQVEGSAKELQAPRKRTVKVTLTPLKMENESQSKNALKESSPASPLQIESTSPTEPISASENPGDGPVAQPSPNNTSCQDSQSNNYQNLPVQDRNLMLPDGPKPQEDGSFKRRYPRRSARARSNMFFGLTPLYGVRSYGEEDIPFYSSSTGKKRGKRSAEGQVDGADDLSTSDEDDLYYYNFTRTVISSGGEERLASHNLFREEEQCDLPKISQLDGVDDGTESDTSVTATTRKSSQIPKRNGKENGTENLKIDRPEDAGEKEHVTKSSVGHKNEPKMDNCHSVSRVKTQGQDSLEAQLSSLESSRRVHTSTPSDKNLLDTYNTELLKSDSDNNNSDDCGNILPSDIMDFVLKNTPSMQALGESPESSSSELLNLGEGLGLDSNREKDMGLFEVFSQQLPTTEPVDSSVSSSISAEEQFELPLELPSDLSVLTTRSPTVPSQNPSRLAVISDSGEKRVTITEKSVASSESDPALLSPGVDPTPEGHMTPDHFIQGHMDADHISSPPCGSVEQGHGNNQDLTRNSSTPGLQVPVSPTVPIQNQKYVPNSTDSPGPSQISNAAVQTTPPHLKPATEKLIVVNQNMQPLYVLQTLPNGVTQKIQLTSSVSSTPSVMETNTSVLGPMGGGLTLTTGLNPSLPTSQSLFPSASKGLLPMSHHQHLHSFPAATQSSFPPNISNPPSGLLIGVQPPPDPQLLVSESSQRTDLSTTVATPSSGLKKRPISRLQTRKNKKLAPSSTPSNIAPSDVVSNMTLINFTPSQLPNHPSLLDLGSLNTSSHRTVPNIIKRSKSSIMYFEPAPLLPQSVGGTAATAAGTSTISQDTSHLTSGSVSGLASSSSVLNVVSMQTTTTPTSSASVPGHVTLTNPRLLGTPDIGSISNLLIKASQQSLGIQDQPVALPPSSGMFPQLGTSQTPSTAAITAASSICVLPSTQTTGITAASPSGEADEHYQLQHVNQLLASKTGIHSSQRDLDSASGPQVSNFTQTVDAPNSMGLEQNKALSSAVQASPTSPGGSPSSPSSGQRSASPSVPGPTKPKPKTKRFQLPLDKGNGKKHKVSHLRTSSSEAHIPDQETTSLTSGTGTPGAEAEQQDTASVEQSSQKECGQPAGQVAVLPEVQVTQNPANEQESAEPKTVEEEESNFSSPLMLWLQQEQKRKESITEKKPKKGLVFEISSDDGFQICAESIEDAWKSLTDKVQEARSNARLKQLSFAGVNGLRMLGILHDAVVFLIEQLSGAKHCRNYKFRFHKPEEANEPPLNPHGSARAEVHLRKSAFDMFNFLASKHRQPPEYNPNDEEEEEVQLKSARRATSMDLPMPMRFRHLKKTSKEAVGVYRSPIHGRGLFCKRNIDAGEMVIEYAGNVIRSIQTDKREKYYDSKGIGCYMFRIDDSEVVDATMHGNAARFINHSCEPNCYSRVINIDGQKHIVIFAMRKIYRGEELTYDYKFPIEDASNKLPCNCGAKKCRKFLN
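Purified MLL-CXXC (added from a 7 uM solution) was preincubated 5 min at ambient with pinned compounds in 50 mM Tris-HCl pH 7.5, 50 mM NaCl, 1 mM DTT, 0.05% BSA. Fluorescein-labeled HOX-A9 DNA (50 nM solution) followed, 30 min, then polarization read.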
Mito fusion yeast: qHTS Assay for Small Molecule Inhibitors of Mitochondrial Division or Activators of Mitochondrial Fusion; 0.23% of 320,000 active; S. cerevisiae fusion-defective mutant growth rescue, CellTiterGlo 48 h; Potency, µM (top dose mostly 46.1 µM), for the others: at the highest dose growth rescue (activation), hits mostly activators;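 further: potency means the concentration at half of the fitted maximal effect; % of control where 0% means no effect; nearly all actives have a fitted effect of over 45% in size; temperature-sensitive fusion mutants such as fzo1-1 at 37 °C on non-fermentable ethanol glycerol medium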
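Growth-rescue viability read-out: after 48 h at the non-permissive 37C in glycerol/ethanol YPEG, yeast mitochondrial fusion mutants are measured by CellTiterGlo luminescence; compounds (23 nl pinned per well) restoring growth score as division inhibitors or fusion activators.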
Menin MLL FP TR: qHTS Assay for Inhibitors Targeting the Menin-MLL Interaction in MLL Related Leukemias: Competition With Texas Red Labeled MLL-derived Mutant Peptide | Menin + Texas Red MLL mutant peptide, fluorescence polarization | 0.23% of 270,000 active | O00255 | Potency, µM (doses to about 61.6 µM), for inactives: at the top dose FP activity change, negative = inhibition, usual class: inhibitors | AID 1768, 2009; active means well fitted inhibition curve with a large enough effect in the polarisation, with a control signal flat, not every such curve was filed as active; inconclusive means small, poorly fitted or top-dose-only effect, or effect the other way, or a change in a side signal; inactive means no such curve, though single readings can be large or run the other way; the % refers to the polarisation; further: potency means the concentration at half of the fitted maximal effect; % of control where 0% means no effect; many of its hits are not listed in these tables
S-ASM inh: Inhibitors of Secretory Acid Sphingomyelinase (S-ASM): qHTS; AID 504937, 2011; Potency, µM (series often up to 57.5 µM), for the others: at the highest dose activity change, negative = inhibition, usual class: inhibitors; placental ASM, HMU-PC fluorogenic substrate, 60 min; Sphingomyelin phosphodiesterase (Homo sapiens), P17405; 0.006% of 340,000 active; further: potency means the concentration at half of the fitted maximal effect
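Steps: dispense placental human ASM, pin compound, wait 10 min at room temperature, add HMU-PC0 substrate at 9 uM final, incubate 60 min at 37 °C, add stop solution raising pH to 10, read fluorescence.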
TSHR antag: Antagonists of the Thyroid Stimulating Hormone Receptor: HTS campaign | Thyrotropin receptor (Homo sapiens), P16473 | TSHR-expressing cells, TSH-stimulated cAMP HTRF, 2 h; stronger effect = lower value | activity change, negative = inhibition, % at 11.5 µM | 0.2% of 330,000 active;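 active means activity change below a set negative limit, meaning inhibition stronger than a set level, cut at about -70% in these data; inconclusive means activity change between two set negative limits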; further: on the % scale 0 is the no-effect control and ±100 the full control effect
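Read-out is FRET at 665 nm (cryptate excitation 337 nm) from a cryptate-tagged anti-cAMP antibody, competed by cell cAMP against cAMP-d2. Compounds are tested on freshly harvested TSHR cells challenged with 4nM TSH (EC80) for 2 hours at 37 deg C.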
a7 integrin act: qHTS for Activators of Integrin-Mediated Alleviation for Muscular Dystrophy; alpha7betagal myoblasts, beta-gal FDG fluorescence, 48 h; Potency, µM (series often up to 38.3 µM), inactives show at the highest dose activation, most hits filed as activators; 0.064% of 350,000 active; AID 624291, 2012;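 further: potency means the concentration at half of the fitted maximal effect; 100% = response of the positive control SU9516; nearly all actives have a fitted effect of over 60% in size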
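Alpha7betagal+/- myoblasts (passage 13) were plated 16-24 hr, then exposed to compounds (1:260 dilution of DMSO stock) for 48 hours at 37C. After MPER lysis, β-galactosidase reporter activity was read as FDG fluorescence (ex 480/em 540) after 30 minutes.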
MBNL1-CUG inh: qHTS Assay for Inhibitors of MBNL1-poly(CUG) RNA binding; Muscleblind-like protein 1 (Homo sapiens), Q9NR56; TR-FRET MBNL1-His/biotin-(CUG)12 binding, 665/545 ratio; Potency, µM (titrated, usually from 57.5 µM), without a hit: at the highest dose activity change, negative = inhibition, hits mostly inhibitors; 0.036% of 280,000 active; AID 2675, 2010; active means well fitted inhibition curve with a large enough effect in the signal ratio, with a control signal flat, not every such curve was filed as active; inconclusive means small, poorly fitted or top-dose-only effect, or effect the other way, or a change in a side signal; inactive means no such curve, though single readings can be large or run the other way; the % refers to the signal ratio; further: potency means the concentration at half of the fitted maximal effect; on the % scale 0 is the no-effect control and ±100 the full control effect
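Ratiometric TR-FRET (665 over 545 nm, excitation 340 nm) tracks disruption of MBNL1-His/biotin-(CUG)12 complex after 60 min at room temperature, with compounds at 92 nM to 58 uM final.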
The depositor's hits bear a star; [ ] = another dose, or the depositor's remark. Unless noted, the call rests on the fitted dose curve; in most records, active means well fitted curve in the direction sought with a large enough effect; inconclusive means small, poorly fitted or top-dose-only effect, or another doubt; inactive means no such curve, though single readings can be large; an effect the other way counts as inactive or inconclusive. A portion of the library, so the mix of outcomes need not match the whole.

For COC(=O)CN1C(=O)[C@H]2[C@@H](/C=C/c3ccccc3)N3C(=O)CN(Cc4ccc(-c5ccccc5)cc4)C(=O)[C@@]3(C)[C@H]2C1=O the results were PTAP TSG101 blk -3.0%, A-T KAP1 phos -2.9%, TCR activator -0.4%, S-ASM inh -19.2%, TSHR antag 4.1 and a7 integrin act 35.4%.
`CCn1c(CC(=O)Nc2ccc(C)cc2)n[nH]c1=S` gave PTAP TSG101 blk -0.7%, A-T KAP1 phos -2.3%, TCR activator 1.6%, MLL CXXC-DNA inh 21.5%, Mito fusion yeast 0.7%, Menin MLL FP TR -0.6%, S-ASM inh -0.5%, TSHR antag -4.9 and a7 integrin act 18.4%.
Screening CC1CN(c2ccc([N+](=O)[O-])cc2C(=O)N2CCOCC2)CC(C)N1 (stereo not drawn) returned PTAP TSG101 blk -1.1%, A-T KAP1 phos -0.1%, TCR activator -3.6%, MLL CXXC-DNA inh 12.5%, Mito fusion yeast 2.6%, Menin MLL FP TR -1.4%, S-ASM inh -6.3%, TSHR antag 25.6 and a7 integrin act 1.3%.
`COc1ccc(N2CCN(C(=O)c3cc(=O)c4cc(C)c(C)cc4o3)CC2)cc1` gave PTAP TSG101 blk -0.5%, A-T KAP1 phos 0.0%, TCR activator 5.8%, MLL CXXC-DNA inh -3.7%, Mito fusion yeast -14.9%, Menin MLL FP TR inconclusive, S-ASM inh inconclusive, TSHR antag -3.6, a7 integrin act 10.9% and MBNL1-CUG inh -3.1%.
COC(=O)c1ccc(NC(=O)N(c2ccccc2)c2ccccc2)cc1 was read as PTAP TSG101 blk -1.4%, A-T KAP1 phos -4.1%, TCR activator -6.5%, MLL CXXC-DNA inh -2.8%, Mito fusion yeast -1.9%, Menin MLL FP TR inconclusive, S-ASM inh -1.5%, TSHR antag -4.0, a7 integrin act 30.0% and MBNL1-CUG inh -6.0%.
`CCOC(=O)N1CCN(C(=O)CSc2ccc(-c3ccccc3)nn2)CC1` gave PTAP TSG101 blk -2.2%, A-T KAP1 phos 7.1%, TCR activator -19.7%, MLL CXXC-DNA inh -7.2%, Mito fusion yeast -1.6%, Menin MLL FP TR -11.2%, S-ASM inh 4.3%, TSHR antag 7.3, a7 integrin act -28.5% and MBNL1-CUG inh -7.2%.
Cc1nc2cc(-c3cccc(F)c3)nn2c(N2CCN(C(=O)c3ccco3)CC2)c1C was read as PTAP TSG101 blk -0.6%, A-T KAP1 phos 7.9%, TCR activator -3.4%, MLL CXXC-DNA inh 45.2%[activator], Mito fusion yeast 3.8%, Menin MLL FP TR 4.5%, S-ASM inh -11.2%, TSHR antag -1.6, a7 integrin act -2.1% and MBNL1-CUG inh 8.3%.
`c1ccc(CNc2nc(NCc3ccco3)nc(N3CCOCC3)n2)cc1` gave PTAP TSG101 blk -1.2%, A-T KAP1 phos 2.7%, TCR activator -3.8%, MLL CXXC-DNA inh 7.5%, Mito fusion yeast -6.5%, Menin MLL FP TR inconclusive, S-ASM inh -0.5%, TSHR antag 0.0, a7 integrin act inconclusive and MBNL1-CUG inh 17.5%.
`Cc1cccc(C)c1NC(=O)CN(C)C(=O)c1ccc(COc2ccccc2)cc1` gave PTAP TSG101 blk -0.2%, A-T KAP1 phos 0.7%, MLL CXXC-DNA inh -1.4%, Mito fusion yeast 2.9%, Menin MLL FP TR 3.3%, S-ASM inh -2.2%, TSHR antag 12.9, a7 integrin act -23.5% and MBNL1-CUG inh -3.7%.
For CCOc1ccccc1NC(=O)CSc1nc2c(c(=O)n1C)SC(C)C2 (stereo not drawn) the results were PTAP TSG101 blk -0.7%, A-T KAP1 phos -5.5%, TCR activator -3.3%, MLL CXXC-DNA inh -0.1%, Mito fusion yeast 4.0%, Menin MLL FP TR -27.4%, S-ASM inh 26.9%, TSHR antag -1.2, a7 integrin act 0.0% and MBNL1-CUG inh 14.2%.
For O=C(CN1CCCCCC1)Nc1ccccc1Cl the results were PTAP TSG101 blk -7.3%, A-T KAP1 phos 4.8%, MLL CXXC-DNA inh 1.8%, Mito fusion yeast -1.1%, Menin MLL FP TR -15.4%, S-ASM inh -0.8%, TSHR antag 16.8, a7 integrin act -44.2% and MBNL1-CUG inh 4.0%.
`O=C(CCNC(=O)Cn1ccc2ccccc2c1=O)NCc1ccc(F)cc1Cl` gave PTAP TSG101 blk -1.3%, A-T KAP1 phos 0.2%, TCR activator -2.4%, MLL CXXC-DNA inh 2.0%, Mito fusion yeast -1.4%, Menin MLL FP TR 3.7%, S-ASM inh -3.0%, TSHR antag 4.8, a7 integrin act -7.5% and MBNL1-CUG inh -1.7%.
`Cc1ccc(-c2nc(-c3ccccn3)no2)cc1` gave PTAP TSG101 blk -0.2%, A-T KAP1 phos 4.0%, TCR activator 4.0%, MLL CXXC-DNA inh -3.5%, Mito fusion yeast -14.0%, Menin MLL FP TR inconclusive, S-ASM inh 0.4%, TSHR antag -16.1, a7 integrin act 11.0% and MBNL1-CUG inh 2.9%.
Screening O=C1CCCC(=O)C1CS(=O)(=O)c1ccccc1 returned PTAP TSG101 blk 5.5%, A-T KAP1 phos 0.0%, TCR activator -3.8%, MLL CXXC-DNA inh 10.0%, Mito fusion yeast -0.6%, Menin MLL FP TR 3.1%, S-ASM inh 5.2%, TSHR antag 8.3, a7 integrin act -21.8% and MBNL1-CUG inh -8.2%.
C#CCOCCOCCOCCNc1nc(N2CCN(C(=O)[C@H]([C@@H](C)CC)n3cc(CCCCN)nn3)CC2)nc(N2CCN(C(=O)[C@H](C)n3cc(CCCN=C(N)N)nn3)CC2)n1 was read as PTAP TSG101 blk -6.4%, A-T KAP1 phos 7.5%, TCR activator 3.8%, Mito fusion yeast -8.3%, S-ASM inh 5.9%, TSHR antag 27.3 and a7 integrin act 1.4%.
COc1ccccc1NS(=O)(=O)c1cc(NC(=O)C2=NNC(=O)CC2)ccc1C was read as PTAP TSG101 blk -5.1%, A-T KAP1 phos 12.5%, TCR activator 1.5%, Mito fusion yeast -3.7%, S-ASM inh 0.2%, TSHR antag 11.1 and a7 integrin act 2.0%.
Screening Cc1cccc(-n2ccc(=O)c(C(=O)O)n2)c1 returned PTAP TSG101 blk -3.2%, A-T KAP1 phos -25.7%, TCR activator -3.7%, MLL CXXC-DNA inh -8.1%, Mito fusion yeast -2.3%, Menin MLL FP TR inconclusive, S-ASM inh 4.0%, TSHR antag -11.7, a7 integrin act 10.7% and MBNL1-CUG inh -8.1%.
`CCC(=O)Nc1nc2c(OC)ccc(C)c2s1` gave PTAP TSG101 blk -0.7%, A-T KAP1 phos 9.1%, TCR activator 0.5%[46.1 µM], MLL CXXC-DNA inh -12.7%, Mito fusion yeast 1.2%, Menin MLL FP TR 3.0%, S-ASM inh -0.4%, TSHR antag -28.3, a7 integrin act -2.9% and MBNL1-CUG inh -17.6%.
Screening C/C(=N/NC(=O)c1ccc2c(c1)OCCO2)c1ccc([N+](=O)[O-])cc1 returned PTAP TSG101 blk -3.8%, A-T KAP1 phos 5.1%, TCR activator 2.6%, MLL CXXC-DNA inh 1.0%, Mito fusion yeast -0.7%, S-ASM inh 4.6%, TSHR antag 1.6 and a7 integrin act -7.4%.
COc1ccc(CCNC(=O)[C@H](C)NC(=O)N2CCn3c2nc2ccccc23)cc1OC was read as PTAP TSG101 blk -1.6%, A-T KAP1 phos -14.3%, TCR activator 4.0%, MLL CXXC-DNA inh 2.9%, Mito fusion yeast -1.0%, S-ASM inh 0.8%, TSHR antag -12.1, a7 integrin act inconclusive and MBNL1-CUG inh -1.8%.
CC(C)CC(NC(=O)OC(C)(C)C)c1cn([C@@H](CCC(=O)OC(C)(C)C)C(=O)N2CCN(C(=O)OC(C)(C)C)CC2)nn1 (stereo partly drawn) was read as PTAP TSG101 blk -7.7%, A-T KAP1 phos -3.4%, TCR activator 2.7%, MLL CXXC-DNA inh -12.2%, Mito fusion yeast 1.7%, Menin MLL FP TR inconclusive, S-ASM inh 0.4%, TSHR antag 10.9, a7 integrin act 6.6% and MBNL1-CUG inh -11.0%.

Screens as filed in PubChem BioAssay.
